Screening results: PubChem, several laboratories
Exocytosis inh = LAMP-1 surface exposure blockers, TALL-104 cells – cell-based, flow cytometry, MLPCN library, primary screen; TALL-104 LAMP-1 surface exposure; cells stimulated with thapsigargin and PMA; inhibition, % at 10 µM; actives 0.66% (n = 360,000); AID 651702, 2012;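 active means inhibition above about 55%, limit read from the data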
ABCB6 inh MLPCN = ABCB6 transporter inhibitors, primary screen, K562-ABCB6 cells, flow cytometry, MLPCN library. actives 0.19% (n = 360,000). fluorescence ratio to DMSO, % at 10 µM. K562-ABCB6 porphyrin accumulation, 1 h; active compounds read low;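 active means fluorescence ratio to DMSO below 75%, the collection mean minus 3 SD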;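 further: signal is porphyrin accumulated inside mitochondria; 100% equals median channel fluorescence of DMSO control wells; lower ratio means ABCB6 inhibition with less porphyrin fluorescence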
PDI turbidity = inhibitors of human PDI, primary screen, biochemical, turbidity, single point, plate reader; inhibition, % at 10 µM; actives 0.052% (n = 350,000); PDI insulin aggregation turbidity, A650, 90 min; Protein disulfide-isomerase (Homo sapiens), P07237;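 active means mean inhibition across replicates of 30% or more, whatever share of single replicates reach that level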;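 further: absorbance from insulin aggregation driven by PDI reduction with DTT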
Target sequence (P07237 whole entry, looked up): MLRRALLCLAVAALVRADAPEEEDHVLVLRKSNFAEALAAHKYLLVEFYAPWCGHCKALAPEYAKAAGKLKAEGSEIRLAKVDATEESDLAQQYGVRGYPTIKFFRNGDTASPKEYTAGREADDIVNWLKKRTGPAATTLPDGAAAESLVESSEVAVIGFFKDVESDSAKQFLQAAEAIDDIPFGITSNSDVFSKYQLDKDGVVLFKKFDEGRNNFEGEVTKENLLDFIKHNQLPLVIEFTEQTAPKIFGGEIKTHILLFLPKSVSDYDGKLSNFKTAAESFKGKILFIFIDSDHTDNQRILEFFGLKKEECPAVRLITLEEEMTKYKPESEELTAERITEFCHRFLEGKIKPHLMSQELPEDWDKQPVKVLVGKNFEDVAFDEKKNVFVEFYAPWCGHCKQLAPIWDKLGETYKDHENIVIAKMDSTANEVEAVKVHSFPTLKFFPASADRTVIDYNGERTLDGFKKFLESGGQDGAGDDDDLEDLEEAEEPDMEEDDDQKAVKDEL
Cardio protect = cardioprotection against H2O2-induced cell death, primary screen, uHTS, H9c2 cells, ATPLite luminescence; H9c2 cardiomyocytes, H2O2 injury protection, 2 h; protection from H2O2 cell death, % at 20 µM; actives 0.63% (n = 360,000);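 active means compounds giving at least 50% protection of heart cells from peroxide-induced death in the single-dose screen, raw or plate-pattern-corrected value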;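 further: 0% = DMSO wells with peroxide and 100% = DMSO wells without peroxide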
m5-HT2A agonist = mouse Htr2a agonists via beta-arrestin recruitment, primary screen, cell-based, luminescence. actives 0.66% (n = 360,000). activation, % at 7.6 µM. AID 624169, 2012. 5-hydroxytryptamine receptor 2A (Mus musculus), P35363. CHO-K1 mHTR2A beta-arrestin complementation; percent of 30 µM serotonin response;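 active means activation above a run cutoff, the mean activation of all tested compounds plus 3 SD, cut at about 14% in these data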;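 further: 0% = plate median of compound wells and 100% = 30 µM serotonin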
Target sequence (P35363 whole entry, looked up): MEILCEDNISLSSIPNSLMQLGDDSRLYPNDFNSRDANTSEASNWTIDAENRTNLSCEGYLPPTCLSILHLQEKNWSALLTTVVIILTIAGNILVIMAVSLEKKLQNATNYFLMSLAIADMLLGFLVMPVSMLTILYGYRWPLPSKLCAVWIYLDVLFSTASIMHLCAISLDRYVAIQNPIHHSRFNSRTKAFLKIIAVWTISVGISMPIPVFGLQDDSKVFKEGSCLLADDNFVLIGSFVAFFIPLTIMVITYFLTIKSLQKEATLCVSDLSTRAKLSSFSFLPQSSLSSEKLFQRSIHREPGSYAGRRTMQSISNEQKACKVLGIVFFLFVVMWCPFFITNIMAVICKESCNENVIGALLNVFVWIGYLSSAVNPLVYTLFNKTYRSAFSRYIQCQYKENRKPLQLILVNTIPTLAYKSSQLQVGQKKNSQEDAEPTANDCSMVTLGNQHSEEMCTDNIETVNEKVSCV
hiPSC survival = enhancers of single-cell hiPSC survival, primary screen, ATPlite luminescence. survival enhancement, % at 20 µM. 100% = ROCK inhibitor wells, 0% = DMSO. actives 0.044% (n = 360,000); in the data active means survival enhancement above about 18%;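 further: cells exposed to compounds for 16 hours before the ATP read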
Vif inh = HIV Vif self-association inhibitors, primary screen, imaging, HEK293T, single point. actives 0.35% (n = 340,000). HEK293T cells, Vif self-association by quenched fluorescence, 24 h. AID 602346, 2012. inhibition, % at 7.49 µM; in the data active means inhibition above about 50%, passing the limit was not always enough; further: some results filed as inactive read as strong as hits
Glyco luc inh = increase of ERlucT glycosylation luciferase signal, primary screen, N-linked glycosylation inhibitor project, D54 ERlucT cells, luminescence, set 2 | reporter increase, % at 12.5 µM | D54 ERlucT glycosylation luciferase reporter, 24 h; percent of 100 nM tunicamycin response | actives 0.23% (n = 360,000);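 active means mean luciferase reporter signal, scaled so untreated is 0 and the glycosylation-blocking control 100, at or above a set limit in every replicate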;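 further: luciferase carries N-glycosylation sites so blocking glycosylation raises the light; 0% = median of neutral control wells and 100% = median of 100 nM tunicamycin wells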
CaV13 FRET inh = Disruptors of the CACNA1D IQ motif to Ca2+-dependent inactivation inhibitor domain association, primary screening, Förster resonance energy transfer in intact living …; inhibition, % at 12.3 µM; AID 743397; HEK cells, CFP/YFP FRET ICDI-IQ, plate reader, 10 min; percent FRET-ratio fall versus neutral wells; actives 0.098% (n = 340,000);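 active means mean replicate inhibition of at least 30% and at least 1% of replicates passing that level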;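 further: 0% = median of the neutral control wells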
aDG glyco act = activators of alpha-DG glycosylation, primary screen, uHTS, Pro5-aDG cells, AlphaScreen; alpha-DG glycosylation AlphaScreen (IIH6); 0% Pro5, 100% B10-LARGE cell signal; activation, % at 10 µM; actives 0.22% (n = 360,000); AID 624168, 2012;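 active means activation of at least 8% versus controls, or a plate z-score of at least 8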;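 further: Pro5 are CHO cells carrying HIG-tagged alpha-DG that lacks glycosylation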
An asterisk follows results filed as active; / = not tested or not shown; & = joins results of further samples.

no.	Compound	Exocytosis inh	ABCB6 inh MLPCN	PDI turbidity	Cardio protect	m5-HT2A agonist
1	CCC(C)NC(=O)N[C@@H](CCSC)C(=O)O (some centres undefined)	-2.0	100.0	-2.5	1.9	-3.2
2	CCC(CO)Oc1cc(NCc2ccccc2OC)c2ncn(C(C)C)c2c1 (centres undefined)	-1.7	110.0	10.1	3.1	-2.4
3	CCOC(=O)c1c(C)oc2c1C(=O)c1ccccc1C2=O	3.3	112.0	0.4	-14.2	0.6
4	C=CCNC(=O)NC(=O)COC(=O)CCCSc1nc2ccccc2[nH]1	5.2	99.0	-3.8	11.8	-3.9
5	CC1(C(=O)NS(=O)(=O)c2cccc(C#N)c2)CCN1C(=O)C1(c2ccccc2)CC1 (centres undefined)	-1.5	110.0	4.1	4.3	4.4
6	C=CCNc1cc(C)oc(=O)c1C(=O)CCC	-0.8	99.0	-4.2	0.9	3.2
7	COc1ccc(C)cc1NC(=O)CO/N=C(\N)CC(=O)Nc1ccccc1OC	2.0	104.0	-4.5	3.0	-12.1
8	CC(=O)Nc1ccc(S(=O)(=O)N2C(C)CCCC2C)cc1 (centres undefined)	-0.1	100.0	3.1	-1.4	1.7

no.	hiPSC survival	Vif inh	Glyco luc inh	CaV13 FRET inh	aDG glyco act
1	0.8	3.1	1.0	-8.8	0.0
2	0.3	-1.9	2.9	-11.6	0.4
3	-2.8	-1.5	-19.5	-7.8	9.7*
4	7.1	-6.3	0.3	-4.2	-0.1
5	1.2	-1.5	1.7	-5.3	-0.1
6	1.2	2.7	3.9	-6.8	0.0
7	0.7	-7.4	0.2	-5.0	0.0
8	-0.6	9.2	-1.4	-20.7	0.2

Record cards (already shown). Order of screens: Exocytosis inh	ABCB6 inh MLPCN	PDI turbidity	Cardio protect	m5-HT2A agonist	hiPSC survival	Vif inh	Glyco luc inh	CaV13 FRET inh	aDG glyco act
CCC(CO)Oc1cc(NCc2ccccc2OC)c2ncn(C(C)C)c2c1 (centres undefined) is listed with -1.7	110.0	10.1	3.1	-2.4	0.3	-1.9	2.9	-11.6	0.4
CC1(C(=O)NS(=O)(=O)c2cccc(C#N)c2)CCN1C(=O)C1(c2ccccc2)CC1 (centres undefined) is listed with -1.5	110.0	4.1	4.3	4.4	1.2	-1.5	1.7	-5.3	-0.1

(more compounds)
no.	Compound	Exocytosis inh	ABCB6 inh MLPCN	PDI turbidity	Cardio protect	m5-HT2A agonist
9	CN(C)c1ccc(C(C#N)c2ccc(Cl)cc2)nn1 (centres undefined)	0.3	94.0	2.0	-9.0	-2.1
10	Cc1ccc2cc3cc(C(=O)NCCCN4CCCCCC4)oc3nc2c1	-1.3	91.0	11.1	1.5	-1.4
11	COc1cc(CN2CCCCCC2)cc([N+](=O)[O-])c1O	3.5	96.0	20.3	3.9	10.6
12	O=C(COc1ccc2c(c1)OCO2)Nc1nccs1	-6.2	96.0	-8.1	-15.8	-8.3
13	O=C(O)c1ccc2oc(SCC(=O)N3CCCCC3)nc2c1	-0.9	90.0	2.5	0.6	-3.1
14	CC(C)n1c(=O)nc(-c2ccccc2)c2cc3c(cc21)OCO3	2.7	95.0	-2.4	0.3	-3.5
15	CCN(CC)CCNC(=O)c1ccc(NC(C)=O)cc1	-0.7&-2.9	108.0	3.8&5.8	0.7&16.6	-3.4&-0.4
16	O=C(NC(=S)NC(CO)Cc1ccccc1)c1ccc(F)cc1 (centres undefined)	-1.0	98.0	3.8	-1.1	-6.8

no.	hiPSC survival	Vif inh	Glyco luc inh	CaV13 FRET inh	aDG glyco act
9	1.3	2.2	-1.8	6.7	0.0
10	-2.3	/	1.4	-4.0	-0.2
11	-0.6	17.2	1.7	-19.8	0.0
12	-0.6	3.2	-15.0	-2.7	0.1
13	-1.3	10.0	-5.2	-7.2	0.0
14	2.1	-1.9	0.0	-5.1	0.1
15	2.6&1.4	2.3&0.9&8.1&2.8	2.2&6.4&-1.3	-4.6&-4.2	0.2&-0.2
16	-0.5	7.2	2.4	/	0.1

Later entries.
no.	Compound	Exocytosis inh	ABCB6 inh MLPCN	PDI turbidity	Cardio protect	m5-HT2A agonist
17	CCOC(=O)CCC(NC(=O)c1ccc(CNc2nc3cc(C(F)(F)F)ccc3nc2C(=O)OCC)cc1)C(=O)OCC (centres undefined)	-0.7	102.0	-2.5	-5.1	-9.5
18	Cc1cc(/C=N/NC(N)=O)c(C)n1C1CCCCC1	-10.1	106.0	14.9	-3.4	4.3
19	Cc1ccc(CC(=O)Nc2ccncc2)cc1	-9.0	92.0	-0.5	-13.2	-0.1
20	Cc1sc2ncn(CC(=O)N3CCC(C(N)=O)CC3)c(=O)c2c1S(=O)(=O)N1CC(C)CC(C)C1 (centres undefined)	-10.1	97.0	-12.5	-1.6	-3.4
21	CCOC(=O)C1CCN(C(=O)CCn2c(=O)[nH]c3ccccc3c2=O)CC1	0.2	97.0	-3.9	6.1	4.3
22	O=C(NCc1ccc2c(c1)OCO2)c1ccccc1	-0.5	91.0	5.0	-4.2	-1.0
23	COc1ccc(NC(=O)c2cc(S(=O)(=O)N3CCOCC3)cs2)cc1	-4.0	99.0	5.6	-2.1	2.8
24	CC1=NN(C(=O)COc2ccccc2)C(O)(c2cccnc2)C1 (centres undefined)	4.0	86.0	-9.5	5.8	-1.6

no.	hiPSC survival	Vif inh	Glyco luc inh	CaV13 FRET inh	aDG glyco act
17	-1.1	-2.8	-1.3	-13.9	0.4
18	0.3	0.1	0.3	2.1	-0.5
19	-1.3	-11.7	-0.4	3.9	6.4
20	-0.3	-4.1	2.5	-5.3	-0.2
21	-1.4	2.3	1.3	/	-0.1
22	0.3	-0.6	1.5	-2.8	0.0
23	0.0	/	-2.0	-0.3	0.5
24	1.9	4.8	-0.1	2.8	0.0

The listing continues:
no.	Compound	Exocytosis inh	ABCB6 inh MLPCN	PDI turbidity	Cardio protect	m5-HT2A agonist
25	Cc1ccc2c(Cl)c(Cc3ccccc3)c(=S)[nH]c2n1	-2.2	99.0	-31.7	16.0	-3.0
26	CCCN(CCC)Cc1cc2ccccc2c2c1COC2	-0.6	94.0	-0.2	8.6	3.3
27	O=C(NCCCc1ccccc1)C1CC1	-3.5	100.0	4.8	1.8	7.0
28	CC(=O)Nc1cc(-c2nc3ccccc3o2)ccc1Cl	-3.9	102.0	2.2	-3.8	0.4
29	Cc1c(C(=O)N(Cc2ccccc2)C(C)C)cnn1-c1ccccc1	-5.1	92.0	10.8	-0.4	-0.8
30	S=C(N/N=C/c1ccc2ncccc2c1)Nc1cccnc1	0.3	93.0	6.6	11.4	-1.7
31	O=C(NC(=S)NCCCN1CCOCC1)c1ccc([N+](=O)[O-])cc1	1.3	100.0	1.9	5.0	-1.6
32	O=C1C=C(c2ccc(-c3ccccc3)cc2)C[C@@H](c2ccc(Cl)cc2)C1	2.8	101.0	-1.9	-11.1	5.9

no.	hiPSC survival	Vif inh	Glyco luc inh	CaV13 FRET inh	aDG glyco act
25	0.3	-4.9	-0.2	-6.8	0.1
26	1.6	-3.2	-1.1	-5.3	0.7
27	-0.7	3.6	3.5	-20.6	0.0
28	-0.3	0.3	0.0	-20.8	0.0
29	0.4	5.8	-1.4	-20.1	-0.1
30	-2.5	7.8	-10.2	5.0	-0.1
31	0.2	9.4	2.3	-3.7	-0.3
32	0.9	-4.2	-3.6	-10.8	-0.5

Continuation.
no.	Compound	Exocytosis inh	ABCB6 inh MLPCN	PDI turbidity	Cardio protect	m5-HT2A agonist
33	O=S(=O)(c1ccc(N2CCN(S(=O)(=O)c3ccc4c(c3)OCCO4)CC2)nc1)N1CCCC1	-3.3	92.0	-1.9	-9.4	-0.5
34	COc1ccc(CNC(=O)Cn2nc(Cc3cccnc3)c3ccccc3c2=O)cc1	4.3	98.0	/	5.7	-1.2
35	COc1ccc(CNC(=O)CSc2nccn(-c3ccc(F)c(F)c3)c2=O)cc1	2.9	103.0	7.1	-0.1	1.0
36	COc1ccc(NC(=O)CN2CCC(C(N)=O)CC2)cc1	0.8	92.0	4.5	18.5	-0.6
37	COc1ccc(C2CC(c3ccc(OC)cc3)n3nc(NC(=O)c4ccco4)nc3N2)cc1 (centres undefined)	-3.7	92.0	-2.4	0.9	-1.9
38	CCC1Nc2ncnc(N3CCN(c4ccccc4)CC3)c2N(Cc2ccc(OC)cc2)C1=O (centres undefined)	6.9	98.0	19.2	3.4	-26.4
39	COC(=O)c1ccc(NC(=S)NC2CC2)cc1	-1.0	99.0	-4.3	-0.7	4.4
40	C[C@H]1COc2cccc(N(C)CCO)c2S(=O)(=O)N1	4.8	97.0	/	/	1.0

no.	hiPSC survival	Vif inh	Glyco luc inh	CaV13 FRET inh	aDG glyco act
33	-4.5	8.8	3.5	-4.8	0.1
34	-3.8	8.2	-0.8	-6.1	-0.1
35	-0.6	-1.0	2.4	-5.4	-0.1
36	-1.7	8.0	0.7	/	0.0
37	-0.6	/	-3.1	/	-0.1
38	-0.5	0.6	-1.9	-11.5	-0.2
39	-0.1	-15.1	0.8	-1.5	-0.2
40	-0.3	/	/	-4.6	0.0

Later entries.
no.	Compound	Exocytosis inh	ABCB6 inh MLPCN	PDI turbidity	Cardio protect	m5-HT2A agonist
41	CC(C)c1cc(C(=O)N2CCCC(Nc3ccc(F)cc3)C2)n[nH]1 (centres undefined)	1.6	97.0	15.8	-6.1	12.3
42	Oc1ccc(Cl)cc1-c1cc(C(F)(F)C(F)F)nc(-c2ccccc2)n1	-1.0	101.0	-6.3	-7.1	-3.2
43	CCOC(=O)c1c(-c2ccccc2)csc1NC(=O)C(C)NCCCN1CCOCC1 (centres undefined)	17.9	96.0	16.5	11.9	2.8
44	CCc1nc(Nc2ccccc2)c2oc3ccccc3c2n1	-0.3	96.0	-6.7	2.0	6.6
45	Cc1ccc(NC(=O)c2ccc(CSc3ccccn3)cc2)cc1	-0.3	109.0	5.0	-1.2	-0.2

no.	hiPSC survival	Vif inh	Glyco luc inh	CaV13 FRET inh	aDG glyco act
41	0.0	4.2	0.2	-3.0	0.4
42	-2.4	-4.6	-2.6	-6.1	-0.4
43	-0.7	-3.2	-1.6	-3.7	0.1
44	-0.6	-4.7	2.7	-5.6	0.1
45	-3.3	-1.7	-1.8	-7.3	1.5
